HEK cytotox: HEK 293 cell cytotoxicity | HEK 293 viability, ATP luminescence (CellTiter-Glo), 48-72 h | Potency, µM (highest dose often 115 µM), without a hit: at the highest dose activity change, negative = cytotoxicity, hits mostly inhibitors | hit rate 6.6% among 94,000 | AID 1345083; further: potency means the concentration at half of the fitted maximal effect; nearly all actives have a fitted effect of over 60% in size
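HEK 293 cells at 250 cells/well were exposed to compounds by pintool transfer for 48 or 72 hr at 37 degree Celsius, 5% CO2. Viability was read as ATP-coupled luminescence with CellTiter-Glo after 10 min at room temperature.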
HEK293 viab: reduces viability of HEK-293 SNCA reporter cells | HEK-293-SNCA-luc viability, GF-AFC fluorescence, 24 h | Potency, µM (top dose mostly 57.1 µM), inactives show top-dose activity change, negative = cytotoxicity, actives largely listed as cytotoxic | hit rate 0.12% among 150,000;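 further: potency means the concentration at half of the fitted maximal effect; 0% = DMSO-treated cells and -100% = medium-only wells without cells; nearly all actives have a fitted effect of over 30% in size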
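HEK-293-SNCA-luc cells (1500/well) plated 24 h, then exposed 24 h to a dilution series; GF-AFC added 30 min at 37C, fluorescence 405/540 nm; normalised to medium-only and DMSO wells, Hill fit.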
NIH3T3 tox: cytotoxic compounds in NIH 3T3 cells | NIH 3T3 viability, CellTiter-Glo ATP luminescence, 48-72 h | Potency, µM (highest dose often 96.7 µM), for inactives: top-dose activity change, negative = cytotoxicity, hits mostly inhibitors | hit rate 4.3% among 94,000; further: potency means the concentration at half of the fitted maximal effect; nearly all actives have a fitted effect of over 55% in size
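Luminescent ATP readout (CellTiter-Glo, 10 min RT) after 48 or 72 hr compound exposure of NIH 3T3 cells seeded at 400 cells/well in 1536-well format; quantitative HTS.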
Luciferase inh: Photinus pyralis luciferase inhibition | P08659 | purified P. pyralis luciferase, luminescence, biochemical | Potency, µM (series often up to 115 µM), without a hit: at the highest dose activity change, negative = inhibition, usual class: inhibitors | hit rate 2.5% among 76,000; further: potency means the concentration at half of the fitted maximal effect; nearly all actives have a fitted effect of over 65% in size
Target sequence (P08659 whole entry, looked up): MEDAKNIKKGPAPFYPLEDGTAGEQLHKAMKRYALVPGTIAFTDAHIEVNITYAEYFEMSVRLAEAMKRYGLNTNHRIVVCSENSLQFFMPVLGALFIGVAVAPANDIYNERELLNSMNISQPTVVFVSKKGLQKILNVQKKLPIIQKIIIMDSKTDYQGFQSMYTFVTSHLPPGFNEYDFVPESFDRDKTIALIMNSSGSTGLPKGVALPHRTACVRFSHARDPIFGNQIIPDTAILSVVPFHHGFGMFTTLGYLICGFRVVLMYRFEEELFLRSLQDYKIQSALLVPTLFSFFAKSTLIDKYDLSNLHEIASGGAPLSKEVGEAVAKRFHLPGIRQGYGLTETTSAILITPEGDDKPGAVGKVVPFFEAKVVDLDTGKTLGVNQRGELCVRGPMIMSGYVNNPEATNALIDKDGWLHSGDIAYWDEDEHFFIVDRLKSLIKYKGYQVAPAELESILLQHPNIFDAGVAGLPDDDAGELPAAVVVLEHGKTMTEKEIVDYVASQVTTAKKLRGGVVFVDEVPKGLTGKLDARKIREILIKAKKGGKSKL
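Purified 10nM P. pyralis luciferase with 10uM D-luciferin and 10uM ATP in 50mM Tris acetate pH 7.5, 10mM Mg acetate, 0.01% Tween-20, 0.05% BSA. qHTS titration; luminescence read by CCD imager.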
IP6K1 inhibitor: blocks human inositol hexakisphosphate kinase 1; Q92551; IP6K1 kinase, ADP-Glo luminescence, 2 h; hits give low values; activity change, % (series mostly up to about 58 µM); hit rate 0.81% among 140,000; in the data active means activity change below about -25%
Target sequence (Q92551 whole entry, looked up): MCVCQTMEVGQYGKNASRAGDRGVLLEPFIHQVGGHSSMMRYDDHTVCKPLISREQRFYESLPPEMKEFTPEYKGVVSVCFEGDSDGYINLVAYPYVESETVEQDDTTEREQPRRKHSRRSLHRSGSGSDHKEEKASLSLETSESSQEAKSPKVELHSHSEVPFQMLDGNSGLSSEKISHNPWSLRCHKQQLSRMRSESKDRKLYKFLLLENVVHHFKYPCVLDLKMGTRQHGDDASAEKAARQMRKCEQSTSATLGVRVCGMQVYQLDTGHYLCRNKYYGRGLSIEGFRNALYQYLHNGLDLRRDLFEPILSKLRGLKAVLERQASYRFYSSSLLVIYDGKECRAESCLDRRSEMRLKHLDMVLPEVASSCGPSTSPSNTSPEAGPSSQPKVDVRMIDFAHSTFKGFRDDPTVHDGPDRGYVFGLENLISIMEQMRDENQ
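ADP-Glo luminescence measures ADP made by human IP6K1 during a 2 h RT reaction with ATP/IP6 (mix at 1.3 mM/130 uM); top library doses 57.5 and 19.1 uM final.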
SNCA expr inhib: reduces expression of the alpha-synuclein gene; AID 1671194; HEK-293 SNCA-luciferase knock-in, luminescence, 24 h; Potency, µM (highest dose often 57.2 µM), for inactives: at the top dose activity change, negative = inhibition, most hits filed as inhibitors; hit rate 0.17% among 140,000;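 further: potency means the concentration at half of the fitted maximal effect; plate controls were DMSO cells for no effect and cell-free wells for full effect; nearly all actives have a fitted effect of over 45% in size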
GPT2 inhibitor: GPT2 alanine aminotransferase inhibition. hit rate 0.25% among 100,000. Potency, µM (doses to about 57.7 µM), for the others: top-dose activity change, negative = inhibition, usual class: inhibitors. Q8TD30. Recombinant GPT2, coupled pyruvate oxidase/HRP Amplex Red fluorescence. AID 1671188; further: potency means the concentration at half of the fitted maximal effect; nearly all actives have a fitted effect of over 60% in size; many of its hits are not listed in these tables
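Recombinant GPT2 (10ng/uL) with 250uM a-KG and 2mM L-alanine, 30 min at room temperature, in HEPES pH 7.5 buffer. Pyruvate detected by pyruvate oxidase/HRP/Amplex Red fluorescence after 30 min in the dark; AOA (50uM) as positive control.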
* hit, by the source's call; i = inactive; ? = inconclusive; / = no result given; [ ] = another dose, or the depositor's remark. Unless noted, the call rests on the fitted dose curve; in most records, active means well fitted curve in the direction sought with a large enough effect; inconclusive means small, poorly fitted or top-dose-only effect, or another doubt; inactive means no such curve, though single readings can be large; an effect the other way counts as inactive or inconclusive. Unless noted, on the % scale 0 is the no-effect control and ±100 the full control effect.

1. Cc1ccccc1CNC(=O)Cn1nc(C)c2nn(-c3ccc(Cl)cc3)c(C)c2c1=O
2. CN(CC(=O)N1CCNCC(C(=O)O)C1)Cc1ccncc1 (configuration not stated)
3. C[C@@]1(O)CCN(Cc2ccc(Br)o2)C[C@H]1N1CCCC1
4. O=C1[C@H]2CN(Cc3cccc(F)c3F)C[C@H]2C(=O)N1Cc1ccc2c(c1)OCO2
5. CC(C)NC(=O)N1CCN(c2nccc(Nc3ccccc3Cl)n2)CC1
6. O=C(c1ccsc1)N1CCC(Oc2ccccc2-c2nc(C3CC3)no2)C1 (configuration not stated)
7. Cn1cc(C(=O)N2CCCC(Cc3noc(-c4cccnc4)n3)C2)cn1 (configuration not stated)
8. COc1ccc(N2CCN(CC(O)COc3ccccc3C(C)(C)C)CC2)cc1 (configuration not stated)
assay / entry	1	2	3	4	5	6	7	8
HEK cytotox	/	-13%	-10%	?	?	?	-3%	/
HEK293 viab	-10%	-5%	-4%	24%	13%	-22%	0%	5%
NIH3T3 tox	/	-14%	?	?	35µM*	?	-10%	/
Luciferase inh	/	-3%	-2%	12%	/	0%	-6%	/
IP6K1 inhibitor	7	-5	11	-15	14	-4	0	-27*
SNCA expr inhib	-4%	-13%	21%	6%	-3%	?	14%	?
GPT2 inhibitor	/	-12%	3%	5%	2%	-4%	i	/

9. COc1ccc(C(=O)Nc2ccc3c(c2)CN(Cc2ccc(OC)cc2OC)C(=O)C(C)O3)cc1 (configuration not stated)
10. CCc1nc2c(c(-c3ccc(O)cc3)n1)CN(C(=O)Cc1cccc(Cl)c1)CC2
11. Cc1ccc(C(=O)N2CCC(C(N)=O)CC2)cc1NC(=O)c1nsc2ccccc12
12. COc1cccc(CNC(=O)Cn2c(=O)n3nc(-c4cccc(C)c4)nc3c3ccccc32)c1
13. CCc1nnc(CNC(=O)c2cn(CCN3CCNCC3)nn2)s1
14. CCc1ccc(NC(=O)Cn2c(=O)n(CCc3ccccc3)c(=O)c3sc4ccccc4c32)cc1
15. Cc1cccc(CNC(=O)CN2CC(C)Sc3ccccc32)c1 (configuration not stated)
16. O=C(c1ccc(Cl)cc1)N1CCN(CCn2nc3n(c2=O)CCCC3)CC1
assay / entry	9	10	11	12	13	14	15	16
HEK cytotox	?	?	/	/	?	/	/	-10%
HEK293 viab	-15%	-20%	-10%	-21%	4%	-4%	6%	/
NIH3T3 tox	-27%	?	/	/	i	/	/	-22%
Luciferase inh	-12%	/	/	/	9%	/	/	/
IP6K1 inhibitor	-6	7	30	-6	17	3	11	-8
SNCA expr inhib	5%	-3%	54%[activator]	162%[activator]	38%[activator]	78%[activator]	96%[activator]	/
GPT2 inhibitor	-5%	i	/	/	-9%	/	/	/

Taken from above.
`Cn1cc(C(=O)N2CCCC(Cc3noc(-c4cccnc4)n3)C2)cn1` (configuration not stated) – NIH3T3 tox = -10%
`CCc1nnc(CNC(=O)c2cn(CCN3CCNCC3)nn2)s1` – SNCA expr inhib = 38%[activator]
`Cc1ccc(C(=O)N2CCC(C(N)=O)CC2)cc1NC(=O)c1nsc2ccccc12` – HEK293 viab = -10%
`Cc1cccc(CNC(=O)CN2CC(C)Sc3ccccc32)c1` (configuration not stated) – IP6K1 inhibitor = 11
`CC(C)NC(=O)N1CCN(c2nccc(Nc3ccccc3Cl)n2)CC1` – SNCA expr inhib = -3%
`CCc1nc2c(c(-c3ccc(O)cc3)n1)CN(C(=O)Cc1cccc(Cl)c1)CC2` – SNCA expr inhib = -3%

Going on with the list:
17. O=C(NCCN1CCCCCC1)C1(CCO)CC12CCOCC2 (configuration not stated)
18. CC(=O)NCc1nnc2n1C(C(=O)NCc1cccs1)CC2 (configuration not stated)
19. CN1CCNc2nc(COc3ccc(Cl)cc3)n(Cc3ccccc3)c2C1=O
20. COCCNC(=O)C[C@@H]1O[C@H](Cn2cc(CN(C)Cc3ccccc3)nn2)[C@@H](O)[C@H]1O
21. Cc1ccc(-c2nnc(C3CN(C(=O)c4ccccc4)CC34CCOCC4)o2)cc1 (configuration not stated)
22. Cn1ccnc1CN1CCN(CC2(O)CCNC2)CC1 (configuration not stated)
23. CN(C)CCCN(C(=O)c1cccs1)c1nc2ccc(F)cc2s1
24. COc1ccc(OCc2nc(C(=O)NC(C)c3ccccc3)co2)cc1 (configuration not stated)
assay / entry	17	18	19	20	21	22	23	24
HEK cytotox	-2%	-19%[172 µM]	?	-20%[172 µM]	-14%	-4%	/	?
HEK293 viab	14%	9%[12.5 µM]	7%[87.6 µM]	1%[87.6 µM]	-18%	-8%	-4%	7%
NIH3T3 tox	-1%	-25%[138 µM]	-11%[138 µM]	-7%[174 µM]	-4%	-1%	/	-22%
Luciferase inh	/	/	-5%[172 µM]	0%[172 µM]	-1%	1%	/	9%
IP6K1 inhibitor	5	14	-11	14	19	-1	10	7
SNCA expr inhib	-13%	?	7%[87.6 µM]	-19%[87.6 µM]	19%	1%	9%	3%
GPT2 inhibitor	?	4%[88.5 µM]	i	-11%[88.5 µM]	4%	-9%	/	i

25. O=C(CCC1CCCN(C(=O)c2ccc3c(c2)OCO3)C1)NCc1ccccc1Cl (configuration not stated)
26. COCCCNC(=O)c1nc2sccn2c1-c1ccc(OC)cc1
27. Cc1ccc(-n2ncc(C(=O)NCc3ccco3)c2C2CCN(C(=O)OC(C)(C)C)CC2)cc1
28. CSc1ccc(-c2cccc(CN3CCC(NC(=O)c4ccccc4)CC3)c2)cc1
29. Cc1c(C(=O)OC2CCC(C)CC2)[nH]c2c1C(=O)CC(c1ccc(N(C)C)cc1)C2 (configuration not stated)
30. O=C(NC1CCCC1)NC1CCN(Cc2cccc(-c3cccs3)c2)CC1
31. CN(C)c1ccc(CNC(=O)c2ccc3c(c2)N(C)C(=O)C2CCCCN32)cc1 (configuration not stated)
32. Cc1cc(CN2CCN(c3ccccc3F)CC2)cs1
assay / entry	25	26	27	28	29	30	31	32
HEK cytotox	?	3%	/	-10%	/	?	/	/
HEK293 viab	-12%	-2%	-29%	/	1%	0%[12.5 µM]	11%	-24%
NIH3T3 tox	-19%	3%	/	-2%	/	-34%	/	/
Luciferase inh	27%	/	/	/	/	/	/	/
IP6K1 inhibitor	0	0	-5	-2	12	-5	22	0
SNCA expr inhib	25%	-1%	?	/	-4%	10%	70%[activator]	-13%
GPT2 inhibitor	?	1%	/	/	/	i	/	/

33. CN(C)C(=O)c1ccc(OC2CCN(C(=O)C3CCCC3)CC2)nc1
34. CCN(Cc1ccccc1)S(=O)(=O)c1cc(C(=O)Nc2cc(Cl)cc(Cl)c2)ccc1F
35. Cc1ccccc1CC(=O)N1CCCN(c2cc(-c3ccc(Cl)cc3)[nH]n2)CC1
36. CC(=O)N1CCC(N2CC[C@H](c3nc4ncccc4[nH]3)C2)CC1
37. O=C(CN1C(=O)COc2ccc(S(=O)(=O)Nc3ccccc3)cc21)Nc1cccc(Cl)c1
38. CCOc1ccccc1NC(=O)CCNS(=O)(=O)c1cccc2nonc12
39. Cn1cc(CN2CCn3c(nnc3[C@@H]3C[C@@H](O)CN3Cc3ccccc3)C2)c2ccccc21
40. COc1ccc(S(=O)(=O)c2c(Nc3ccccc3F)sc(C(=O)c3cccc(OC)c3)c2N)cc1
assay / entry	33	34	35	36	37	38	39	40
HEK cytotox	-25%	/	?	-2%[172 µM]	/	/	?	/
HEK293 viab	4%	-14%	-24%	9%[87.6 µM]	?	-4%	2%[12.5 µM]	1%
NIH3T3 tox	-21%	/	?	3%[174 µM]	/	/	?	/
Luciferase inh	-6%	/	1%	-8%[172 µM]	/	/	2%	/
IP6K1 inhibitor	3	9	12	5	7	19	7	-2
SNCA expr inhib	32%[activator]	?	-29%	20%[87.6 µM]	?	-18%	48%[activator]	?
GPT2 inhibitor	i	/	?	i	/	/	i	/

41. Cc1ccsc1C(=O)N1CCC2(CC1)NCCc1c2[nH]c2ccccc12
42. O=C(NCc1ccccc1Cl)C1CCCN(c2ncnc3onc(-c4ccc(F)cc4)c23)C1 (configuration not stated)
43. O=C(NC1CC1)C1(CCO)CCN(Cc2ccccc2)C1 (configuration not stated)
44. O=C(NCCc1ccccc1)c1cc(Sc2cccc(Cl)c2)nc2ccccc12
45. CCOC(=O)C1(C/C=C/c2ccccc2)CCCNC1 (configuration not stated)
46. COc1cc(NC(=O)CSc2ccc(-c3sc(-c4ccccc4)nc3C)nn2)cc(OC)c1
47. COC(=O)CNC(=O)NCC(=O)N1CCCCCNC(=O)CC1c1ccccc1 (configuration not stated)
48. COc1cc(NC(=O)O[C@@H]2CC[C@]3(C)C(CC[C@@H](O)[C@H]3CC(=O)N3CCCC3)[C@]2(C)CO)cc(OC)c1OC (some centres not stated)
assay / entry	41	42	43	44	45	46	47	48
HEK cytotox	45µM*	/	2%	/	?	/	4%	i
HEK293 viab	-18%[12.5 µM]	-1%	3%	-6%	5%	9%	-3%	2%
NIH3T3 tox	-27%	/	-13%	/	?	/	i	3%
Luciferase inh	0%	/	/	/	-10%	/	3%	-3%
IP6K1 inhibitor	7	-6	17	2	-1	19	-3	-11
SNCA expr inhib	6%	4%	22%	54%[activator]	-19%	1%	-9%	14%
GPT2 inhibitor	i	/	-8%	/	?	/	1%	3%

49. COc1ccc(C(=O)NCC(=O)N2CCCCCNC(=O)CC2c2ccccc2)c(OC)n1 (configuration not stated)
50. COCC(=O)Nc1ccc(-n2ccnc2-c2ccc(O)c(OC)c2)cc1C
51. O=C(c1ccccc1Cl)N1CCC(C(=O)N2CCC(c3nc4ncccc4[nH]3)C2)CC1 (configuration not stated)
52. CCCCCCN1CCCC12Cc1ccccc1CNC2=O (configuration not stated)
assay / entry	49	50	51	52
HEK cytotox	-3%	?	-3%	?
HEK293 viab	?	-18%	16%	-20%[87.6 µM]
NIH3T3 tox	-9%	-22%	-11%	?
Luciferase inh	8%	-5%	/	/
IP6K1 inhibitor	5	12	4	-13
SNCA expr inhib	17%	?	-8%	-12%[87.6 µM]
GPT2 inhibitor	i	?	2%	i

Some of the entries so far, with tabs.
cpd	Compound	HEK cytotox	HEK293 viab	NIH3T3 tox	Luciferase inh	IP6K1 inhibitor	SNCA expr inhib	GPT2 inhibitor
51	O=C(c1ccccc1Cl)N1CCC(C(=O)N2CCC(c3nc4ncccc4[nH]3)C2)CC1 (configuration not stated)	-3%	16%	-11%	/	4	-8%	2%
50	COCC(=O)Nc1ccc(-n2ccnc2-c2ccc(O)c(OC)c2)cc1C	?	-18%	-22%	-5%	12	?	?

Assay outcomes deposited in PubChem BioAssay by National Center for Advancing Translational Sciences (NCATS).

An excerpt. The share of hits here may be higher or lower than overall.
